Compound activity as filed in PubChem.
Vif-A3G inh = qHTS for Inhibitors of Vif-A3G Interactions: qHTS; HeLa A3G-eYFP + Vif (tagged APOBEC3G with the HIV-1 protein that degrades it), YFP fluorescence, overnight; Potency, µM (series often up to 46.1 µM), inactives show top-dose activity, negative = active, hits mostly inhibitors; 0.076% of 410,000 active;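 further: potency means the concentration at half of the fitted maximal effect; on the % scale 0 is the no-effect control and ±100 the full control effect; nearly all actives have a fitted effect of over 60% in size; hits raise eYFP signal because A3G escapes Vif-driven loss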
Target sequence (Q9HC16 whole entry, looked up): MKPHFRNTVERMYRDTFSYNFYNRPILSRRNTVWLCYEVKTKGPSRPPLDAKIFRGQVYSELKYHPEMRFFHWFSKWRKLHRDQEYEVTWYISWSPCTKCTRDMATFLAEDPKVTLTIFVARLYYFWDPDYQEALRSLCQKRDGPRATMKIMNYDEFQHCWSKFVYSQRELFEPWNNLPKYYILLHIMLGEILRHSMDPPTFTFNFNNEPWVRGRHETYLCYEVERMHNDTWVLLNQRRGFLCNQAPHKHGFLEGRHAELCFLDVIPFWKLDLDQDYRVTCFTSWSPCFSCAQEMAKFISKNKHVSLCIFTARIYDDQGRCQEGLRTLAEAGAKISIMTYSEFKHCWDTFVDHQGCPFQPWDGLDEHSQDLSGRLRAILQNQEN
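Read-out is eYFP fluorescence (Ex 488/Em 500-530) from Vif-expressing HeLa A3G-eYFP cells; more signal means A3G escaped Vif-mediated degradation. Cells plated overnight, compound pinned in, incubated overnight at 37 deg C.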
mIDH1 inhibitor = qHTS for Inhibitors of mutant isocitrate dehydrogenase 1 (IDH1): qHTS; Isocitrate dehydrogenase [NADP] cytoplasmic (Homo sapiens), O75874; IDH1-R132H enzyme, NADPH consumption, diaphorase/resazurin fluorescence; Potency, µM (doses to about 76.6 µM), for inactives: at the highest dose activity change, negative = inhibition, most hits filed as inhibitors; 0.093% of 390,000 active; AID 602179, 2012; further: potency means the concentration at half of the fitted maximal effect; on the % scale 0 is the no-effect control and ±100 the full control effect; nearly all actives have a fitted effect of over 65% in size
Target sequence (O75874 whole entry R132H, stated change not applied): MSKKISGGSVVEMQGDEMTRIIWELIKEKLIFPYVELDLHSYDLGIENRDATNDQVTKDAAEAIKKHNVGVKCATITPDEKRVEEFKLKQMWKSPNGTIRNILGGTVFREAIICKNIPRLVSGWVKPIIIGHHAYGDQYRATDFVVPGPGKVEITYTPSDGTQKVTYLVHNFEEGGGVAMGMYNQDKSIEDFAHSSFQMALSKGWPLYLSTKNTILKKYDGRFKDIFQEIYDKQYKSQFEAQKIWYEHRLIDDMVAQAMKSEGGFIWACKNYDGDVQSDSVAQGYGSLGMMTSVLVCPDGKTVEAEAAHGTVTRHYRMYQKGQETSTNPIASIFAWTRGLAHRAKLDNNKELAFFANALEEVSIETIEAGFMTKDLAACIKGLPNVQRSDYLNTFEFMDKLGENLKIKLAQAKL
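IDH1-R132H (0.5 ug/mL dispensed) in pH 7.5 Tris buffer was preincubated 30 min with compound, then given a substrate mix of 0.016 mM NADPH and 2 mM alpha-KG for 80 min at room temperature; remaining NADPH was read by diaphorase/resazurin fluorescence.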
TrxR1 substrate = qHTS Assay for Substrates of Mammalian Selenoprotein Thioredoxin Reductase 1 (TrxR1): qHTS; 0.01% of 390,000 active; purified TrxR1 substrate turnover, NADPH consumption readout; Potency, µM (doses to about 114 µM), without a hit: at the highest dose activity change, negative = substrate turnover; AID 588456, 2011; Thioredoxin reductase 1, cytoplasmic (Rattus norvegicus), O89049; further: potency means the concentration at half of the fitted maximal effect; on the % scale 0 is the no-effect control and ±100 the full control effect; nearly all actives have a fitted effect of over 50% in size
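Rat TrxR1, dispensed at 90 nM, was prereduced with 400 uM NADPH (final) for 5 min at ~22 deg C, then incubated with compound 15 min before 400 uM selenite. A first-read NADPH fluorescence drop versus no-compound background flagged substrates.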
Vif-A3F inh = qHTS for Inhibitors of Vif-A3F Interactions: qHTS. HeLa A3F-eYFP + Vif (tagged APOBEC3F with the HIV-1 protein that degrades it), YFP fluorescence increase. Potency, µM (highest dose often 46.1 µM), inactives show at the top dose activity, negative = active. 0.2% of 390,000 active. AID 602313, 2012; further: potency means the concentration at half of the fitted maximal effect; % of control where 0% means no effect; nearly all actives have a fitted effect of over 65% in size
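HeLa cells stably expressing Vif plus C-terminally eYFP-tagged A3F were seeded, incubated overnight at 37 deg C, dosed with compound, incubated overnight again at 37 deg C. Yellow fluorescence (Ex 488/Em 500-530) reported blocked Vif-mediated A3F-eYFP degradation.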
TrxR1 inh = qHTS Assay for Inhibitors of Mammalian Selenoprotein Thioredoxin Reductase 1 (TrxR1): qHTS | 1% of 390,000 active | recombinant rTrxR1, NADPH fluorescence consumption, selenite substrate | Potency, µM (top dose mostly 114 µM), inactives show at the highest dose activity change, negative = inhibition, most hits filed as inhibitors | Thioredoxin reductase 1, cytoplasmic (Rattus norvegicus), O89049; further: potency means the concentration at half of the fitted maximal effect; on the % scale 0 is the no-effect control and ±100 the full control effect; nearly all actives have a fitted effect of over 65% in size
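Rat TrxR1 (90 nM in the dispensed reagent) was pre-reduced with 400 uM NADPH for 5 min at room temperature, then incubated with compound for 15 min. After 400 uM selenite was added, NADPH fluorescence (Ex 340/Em 450 nm) was followed for 8 min.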
USP1 inh = Inhibitors of USP1/UAF1: Primary Screen | recombinant USP1/UAF1, Ub-Rhodamine cleavage fluorescence | AID 743255, 2014 | Potency, µM (top dose mostly 57.1 µM), inactives show at the highest dose activity change, negative = inhibition, hits mostly inhibitors | Ubiquitin carboxyl-terminal hydrolase 1 (Homo sapiens), O94782 | 0.23% of 390,000 active; further: potency means the concentration at half of the fitted maximal effect; on the % scale 0 is the no-effect control and ±100 the full control effect; nearly all actives have a fitted effect of over 60% in size; inactives centre near -12
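Step one: compound is pinned into 1nM USP1/UAF1 in HEPES pH 7.8 buffer with TCEP. Step two: 15 min room-temperature incubation. Step three: Ub-Rho (150nM final) starts cleavage, tracked by fluorescence over six one-minute reads.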
RGS4 inh = Inhibitors of Regulator of G Protein Signaling (RGS) 4: qHTS | Potency, µM (series often up to 114 µM), without a hit: top-dose activity change, negative = inhibition, hits mostly inhibitors | 0.039% of 390,000 active | Transcreener GDP fluorescence polarization, RGS4-accelerated GTP hydrolysis; further: potency means the concentration at half of the fitted maximal effect; on the % scale 0 is the no-effect control and ±100 the full control effect; nearly all actives have a fitted effect of over 75% in size; some results filed as inactive show a strong effect at the top dose
Target sequence (P49798 whole entry, looked up): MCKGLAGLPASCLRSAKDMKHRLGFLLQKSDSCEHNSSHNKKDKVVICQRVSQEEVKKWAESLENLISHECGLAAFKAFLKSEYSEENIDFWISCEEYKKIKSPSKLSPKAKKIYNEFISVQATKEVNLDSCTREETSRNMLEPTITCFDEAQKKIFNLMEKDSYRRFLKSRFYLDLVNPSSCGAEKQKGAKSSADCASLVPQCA
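MLSMR compounds (23 nl, pin-transferred) preincubated 10 min at room temperature with a 500nM (2x) first reagent, then RGS4 at 900nM (2x) plus Transcreener GDP mix added; fluorescence polarization (620/688 nm) read before and after 90 min at 30 °C.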
Glioma ERSR ind = qHTS for Inducers of the Endoplasmic Reticulum Stress Response (ERSR) in Human Glioma: qHTS. Potency, µM, for the others: at the top dose activation, usual class: activators. 0.02% of 420,000 active. U87-MG GRP78 promoter luciferase reporter, 16 h; further: potency means the concentration at half of the fitted maximal effect; series mostly up to about 76 µM; % of control where 0% means no effect; nearly all actives have a fitted effect of over 35% in size
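Stably transfected U87-MG human glioma cells carrying a GRP78-based luminescent sensor were seeded at 1000 cells/well, pin-dosed with compounds and incubated 16 h. Luciferase reagent was then added, and end-point luminescence was read after 10 min at room temperature.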
LDHA block = qHTS assay for inhibitors of human lactate dehydrogenase. L-lactate dehydrogenase A chain (Homo sapiens), P00338. 0.15% of 480,000 active. purified LDHA, NADH/diaphorase-resazurin fluorescence; active compounds read low. activity change, % (values are at about 110 or 230 µM). AID 1347041, 2019; in the data active means activity change below about -30%; inconclusive means mostly about -25% to -30%;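 further: plate controls were DMSO wells for no effect and wells without enzyme for full effect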
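Resorufin fluorescence (ex540/em590), read at 0 and 20 min after diaphorase/resazurin addition, reports the NADH left after a 5 min room-temperature reaction of 2 nM human LDH5 with 0.06 mM NADH and 0.2 mM pyruvate.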
Active calls of the source: *; ? = inconclusive; [ ] = another dose, or the depositor's remark. Unless noted, the call rests on the fitted dose curve; in most records, active means well fitted curve in the direction sought with a large enough effect; inconclusive means small, poorly fitted or top-dose-only effect, or another doubt; inactive means no such curve, though single readings can be large; an effect the other way counts as inactive or inconclusive.

SMILES | Vif-A3G inh | mIDH1 inhibitor | TrxR1 substrate | Vif-A3F inh | TrxR1 inh | USP1 inh | RGS4 inh | Glioma ERSR ind | LDHA block
COc1ccc(OCCCC(=O)Nc2ccc3c(c2)OCO3)cc1 | 2% | 0% | -2% | -20% | 4% | -2% | 6% | 5% | -6
CS(=O)(=O)c1ccc(Cl)c(NC(=O)CNC(=O)c2ccc3c(c2)OCO3)c1 | 1% | 2% | 6% | -6% | 16% | -14% | -16% | -1% | 1
O=C(Cn1nnc2ccccc2c1=O)N1CCOCC1 | -4% | 0% | 6%[57.1 µM] | 11% | 21%[57.1 µM] | -9% | 1% | -4% | -9
O=c1c2ccc([N+](=O)[O-])cc2ncn1CCOc1ccccc1 | -6% | -1% | 6%[57.1 µM] | -29% | -7%[57.1 µM] | -19% | 3% | 3% | -11
CCN1CCN(C(=O)CCc2ccc(S(=O)(=O)NCCc3ccccc3)cc2)CC1 | -1% | -2% | -2%[57.1 µM] | 4% | 11%[57.1 µM] | -10% | 14% | -1% | -2
CCOC(=O)C1CCCN(CCC(=O)Nc2ccc(F)c(F)c2)C1 (stereo not drawn) | 0% | 0% | 6% | -4% | 19% | -3% | 10% | -4% | 1
Cc1c(C(=O)/C=C/N(C)C)nnn1-c1ccc(Cl)c(Cl)c1 | -5% | -2% | -14% | 8% | 4% | -2% | 37% | 5% | -2
COc1ccc(OC)c(CNC(=O)C2CCN(C(=O)N(C)C)CC2)c1 | 1% | 13% | 12% | 1% | 23% | -6% | 30% | -4% | -18
CCOc1cc(/C=N/Nc2ccc(C(=O)O)cc2)ccc1OC(=O)c1ccccc1C | 0% | ? | 6%[57.1 µM] | -2% | 16%[57.1 µM] | -19% | -26%[56.9 µM] | 4% | -3
O=C(NNc1nc2c(F)cccc2s1)c1ccc(F)cc1 | -9% | -3% | 10%[57.1 µM] | -1% | 17%[11.4 µM] | -24% | 16% | 2% | 2
COc1cc(C(=O)NC2CCN(CC(=O)NC3CCCCC3C)CC2)cc(OC)c1OC (stereo not drawn) | -1% | 0% | 0% | ? | 1% | -16% | 5% | -3% | -16
COc1ccc(CCN2C(=O)N(c3ccc(F)cc3)C(=O)C2CC(=O)Nc2ccc(OC)cc2)cc1 (stereo not drawn) | 0% | 54%[activator] | -16% | -1% | -14% | -11% | -22% | -2% | -4
CCC1(c2ccc(F)cc2)NC(=O)N(CC(=O)N2CCN(S(=O)(=O)c3ccc(C)cc3C)CC2)C1=O (stereo not drawn) | 3% | -4% | -1% | 7% | 26% | -25% | 7% | 1% | -1
COc1ccc(CNC(=O)CC(NC(N)=O)c2ccccc2Cl)cc1OC (stereo not drawn) | 0% | -1% | 1%[57.1 µM] | -10% | 8%[57.1 µM] | -15% | -2% | -2% | 0
CCOc1ccc(CCNC(=O)c2ccc(C)c(-n3cnc4cccnc43)c2)cc1 | 0% | 12% | 1% | 2% | 16% | -1% | -6% | 0% | -4
O=C(COc1ccc(Br)cc1)NNC(=O)Cc1ccc(S(=O)(=O)N2CCOCC2)s1 | -1% | -17% | -10% | -20% | -10% | -4% | 3% | -4% | -3
Cc1ccccc1C(=O)N1CCC(C(=O)Nc2cccc(F)c2)CC1 | -4% | 3% | -3% | -9% | 1% | -28% | 11% | -5% | -7
CC(=O)Nc1ccc(NC(=O)C(C)OC(=O)CC23CC4CC(CC(Br)(C4)C2)C3)cc1 (stereo not drawn) | 2% | -10% | -3% | 1% | 27% | ? | -4% | 1% | -1
COC(=O)c1ccc(NC(=O)c2ccccc2C(=O)Nc2ccc(C(=O)OC)cc2)cc1 | -1% | -5% | 15% | -27% | 24% | -19% | 17% | 1% | 0
Cc1ccccc1/C=N\NC(=O)c1ccccc1-n1cccc1 | -2% | 0% | -1%[57.1 µM] | -4% | 14%[57.1 µM] | -7% | -46% | -2% | -10
Cc1ccc(C)c(NC(=O)CNS(=O)(=O)c2ccccc2)c1 | 1% | 3% | 10% | 0% | 17% | -9% | -6% | -5% | 0
CC12CN3CC(C)(CN(C1)C3c1ccc(F)cc1)C2 (stereo not drawn) | 0% | -3% | -5% | -1% | -4% | -8% | 26% | -3% | -9
CCN(CC)c1nc(C)c(C(C)=O)cc1C#N | -3% | 7% | 11%[57.1 µM] | 1% | 21%[57.1 µM] | -11% | -3% | -2% | -1
COCCNC(=O)c1ccc2c(c1)N(Cc1cc(C)ccc1C)C(=O)c1ccccc1S2=O (stereo not drawn) | 3% | -1% | 1% | 1% | 36%[activator] | -18% | 5% | -3% | -1
COCCNC(=O)Cn1c(=O)n(C)c2ccccc21 | 0% | 2% | 1% | 3% | 12% | -11% | -10% | -6% | 0

An excerpt from above, limited to TrxR1 inh and LDHA block:
SMILES | TrxR1 inh | LDHA block
Cc1c(C(=O)/C=C/N(C)C)nnn1-c1ccc(Cl)c(Cl)c1 | 4% | -2
CS(=O)(=O)c1ccc(Cl)c(NC(=O)CNC(=O)c2ccc3c(c2)OCO3)c1 | 16% | 1

Compounds above containing four or more nitrogen atoms, in the order listed:
SMILES | Vif-A3G inh | mIDH1 inhibitor | TrxR1 substrate | Vif-A3F inh | TrxR1 inh | USP1 inh | RGS4 inh | Glioma ERSR ind | LDHA block
O=C(Cn1nnc2ccccc2c1=O)N1CCOCC1 | -4% | 0% | 6%[57.1 µM] | 11% | 21%[57.1 µM] | -9% | 1% | -4% | -9
Cc1c(C(=O)/C=C/N(C)C)nnn1-c1ccc(Cl)c(Cl)c1 | -5% | -2% | -14% | 8% | 4% | -2% | 37% | 5% | -2
CCC1(c2ccc(F)cc2)NC(=O)N(CC(=O)N2CCN(S(=O)(=O)c3ccc(C)cc3C)CC2)C1=O (stereo not drawn) | 3% | -4% | -1% | 7% | 26% | -25% | 7% | 1% | -1
CCOc1ccc(CCNC(=O)c2ccc(C)c(-n3cnc4cccnc43)c2)cc1 | 0% | 12% | 1% | 2% | 16% | -1% | -6% | 0% | -4

Following part.
SMILES | Vif-A3G inh | mIDH1 inhibitor | TrxR1 substrate | Vif-A3F inh | TrxR1 inh | USP1 inh | RGS4 inh | Glioma ERSR ind | LDHA block
CCn1c(=O)c2cc(C(=O)Nc3ccc(OC)cc3OC)sc2c2ccccc21 | -2% | 2% | 0% | 2% | 19% | -10% | 21%[11.4 µM] | 0% | -6
CC(=O)Nc1ccc(S(=O)(=O)N2CCC(C(=O)NCCC(=O)NCc3ccccc3)CC2)cc1 | 3% | -5% | 7%[57.1 µM] | -9% | 23%[57.1 µM] | -26% | -36%[56.9 µM] | 0% | -4
COc1ccc(CCNC(=O)c2ccc3c(c2)NC(=O)CS3)cc1OC | 0% | -8% | -2% | 1% | 9% | -17% | 11% | -5% | 3
CCn1c(CC(=O)Nc2ccccc2)n[nH]c1=S | 1% | 1% | 5% | -32% | -9% | -33% | 5% | -2% | -5
CCN(CC)S(=O)(=O)c1ccc2[nH]cc(C(=O)NC3CC3)c(=O)c2c1 | -9% | -2% | -1% | 0% | 8% | -18% | -52% | -3% | 0
O=C1CN(C(=O)c2ccccc2F)C(c2ccccc2)c2cc(Cl)ccc2N1 (stereo not drawn) | -5% | 12% | -2% | 0% | 1% | -23% | -17% | -5% | -2
N#Cc1ccc(/C=C2\CCCCn3c2nc2cc(C(=O)O)ccc2c3=O)cc1 | 1% | 15% | -2% | -11% | 17% | -17% | 12% | -3% | -1
CCC(=O)Nc1nc(C)c(-c2csc(Nc3cccc(O)c3)n2)s1 | -5% | 0% | -7% | -5% | -4% | -13% | ? | 1% | 3
CCOc1ccc(N2C(=O)/C(=C/c3ccccn3)SC2=S)cc1 | 1% | 2% | -9% | 15% | 12%[57.1 µM] | -2% | 17% | -5% | -10
COc1ccc(S(=O)(=O)c2c(Nc3ccccc3F)sc(C(=O)c3cccc(OC)c3)c2N)cc1 | -17% | 4% | 2%[57.1 µM] | -1% | 24%[57.1 µM] | -17% | -24% | 0% | -5

This is a subset; rates above refer to the full screens.
